Screening data from PubChem.
Menin MLL FP TR = qHTS Assay for Inhibitors Targeting the Menin-MLL Interaction in MLL Related Leukemias: Competition With Texas Red Labeled MLL-derived Mutant Peptide; 0.23% of 270,000 active; Potency, µM (titrated, usually from 61.6 µM), for inactives: at the top dose FP activity change, negative = inhibition, actives largely listed as inhibitors; Menin + Texas Red MLL mutant peptide, fluorescence polarization; AID 1768, 2009; O00255; active = well fitted inhibition curve with a large enough effect in the polarisation, with a control signal flat, not every such curve was filed as active; inconclusive = small, poorly fitted or top-dose-only effect, or effect the other way, or a change in a side signal; inactive = no such curve, though single readings can be large or run the other way; the % refers to the polarisation; note: potency is the fitted concentration of half-maximal effect; % of control where 0% means no effect; many of its hits are not listed in these tables
Rab9 promoter act = qHTS Assay for Rab9 Promoter Activators; Huh7 Rab9 promoter-luciferase reporter, luminescence, 24 h; Potency, µM (top dose mostly 9.22 µM), for the others: at the highest dose activation, negative = inhibition, usual class: activators; 2.8% of 320,000 active; AID 485297, 2010; note: potency is the fitted concentration of half-maximal effect; % of control where 0% means no effect; nearly all actives have a fitted effect of over 60% in size
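Huh7 cells stably carrying a Rab9 promoter-luciferase reporter, 1500 cells per well in OP-MEM I with 10% FBS, treated with compound 24 hours at 37C. Luciferase activity read by luminescence after 10 minutes with Amplite reagent.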
Giardia kill = Small Molecules that selectively kill Giardia lamblia: qHTS. Giardia lamblia trophozoite viability. activity change, % at 7.66 µM, hits read low. 0.15% of 340,000 active; in the data active = activity change below about -80%; inconclusive = between about -30% and that limit;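 note: parasites exposed to compound for two days anaerobically before the ATP read; % is set by controls: 0 for no effect and ±100 for the full control effect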
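Media and compound were dispensed first, then trophozoites at 100 cells/well; plates sat 48 hrs at 37 deg C without oxygen before ATP luminescence reagent was added and read after 15-30 min at room temperature.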
RORg inh = qHTS for inhibitors of ROR gamma transcriptional activity; Nuclear receptor ROR-gamma (Mus musculus), P51450; Drosophila S2 Gal4-RORgamma UAS-luciferase reporter, 20 h; Potency, µM (doses to about 53.6 µM), for inactives: top-dose activity change, negative = inhibition, actives largely listed as inhibitors; 5.4% of 310,000 active; AID 2551, 2010; note: potency is the fitted concentration of half-maximal effect; % is set by controls: 0 for no effect and ±100 for the full control effect; nearly all actives have a fitted effect of over 60% in size
Target sequence (P51450 whole entry, looked up, the tested form may be a part): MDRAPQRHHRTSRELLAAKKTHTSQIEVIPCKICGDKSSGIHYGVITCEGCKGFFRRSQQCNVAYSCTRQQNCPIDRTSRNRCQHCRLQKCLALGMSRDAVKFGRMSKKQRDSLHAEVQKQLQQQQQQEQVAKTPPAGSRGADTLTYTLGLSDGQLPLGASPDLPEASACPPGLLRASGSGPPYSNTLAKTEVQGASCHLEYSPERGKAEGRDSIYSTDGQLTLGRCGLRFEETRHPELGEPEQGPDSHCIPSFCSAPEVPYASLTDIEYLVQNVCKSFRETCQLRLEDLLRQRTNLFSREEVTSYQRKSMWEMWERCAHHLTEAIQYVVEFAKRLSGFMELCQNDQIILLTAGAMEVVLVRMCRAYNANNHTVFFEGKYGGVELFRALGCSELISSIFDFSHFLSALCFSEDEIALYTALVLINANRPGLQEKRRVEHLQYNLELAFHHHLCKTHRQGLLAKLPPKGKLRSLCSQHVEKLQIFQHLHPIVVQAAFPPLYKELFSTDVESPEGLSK
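Using a luciferase readout, inhibitors were identified by reduced reporter activity in Drosophila cells coexpressing a copper-inducible Gal4–ROR gamma fusion and UAS-driven Photinus luciferase, incubated 20 hr after 700 uM copper sulfate.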
PKM2 activator = qHTS Assay for Activators of Human Muscle isoform 2 Pyruvate Kinase; Pyruvate kinase PKM (Homo sapiens), P14618; purified PKM2, Kinase-Glo ATP luminescence, activation; response scale: 0% is enzyme alone, no compound; Potency, µM (highest dose often 57.5 µM), for inactives: top-dose activation, usual class: activators; 0.34% of 260,000 active; AID 1631, 2009; note: potency is the fitted concentration of half-maximal effect; % is set by controls: 0 for no effect and ±100 for the full control effect; nearly all actives have a fitted effect of over 55% in size
Target sequence (P14618 whole entry, looked up, canonical isoform): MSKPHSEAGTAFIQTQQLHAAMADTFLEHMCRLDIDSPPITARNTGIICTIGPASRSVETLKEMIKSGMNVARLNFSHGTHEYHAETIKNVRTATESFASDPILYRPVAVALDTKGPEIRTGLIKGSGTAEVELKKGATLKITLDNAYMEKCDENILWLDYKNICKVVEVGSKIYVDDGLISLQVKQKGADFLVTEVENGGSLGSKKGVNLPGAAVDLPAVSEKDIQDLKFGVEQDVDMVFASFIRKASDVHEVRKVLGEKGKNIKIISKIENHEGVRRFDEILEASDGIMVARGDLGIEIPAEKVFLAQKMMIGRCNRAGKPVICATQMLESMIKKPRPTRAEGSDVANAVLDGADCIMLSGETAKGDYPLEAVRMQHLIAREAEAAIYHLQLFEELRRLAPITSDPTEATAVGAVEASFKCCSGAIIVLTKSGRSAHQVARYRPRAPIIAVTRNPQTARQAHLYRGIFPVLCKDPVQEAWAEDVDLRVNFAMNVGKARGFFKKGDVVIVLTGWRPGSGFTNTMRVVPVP
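ATP formation by purified human PK-M2, quantified via coupled luciferase luminescence after 1 h at room temperature with 0.1 mM ADP and 0.5 mM PEP final.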
ELG1 genotoxic = qHTS screen for small molecules that induce genotoxicity in human embryonic kidney (HEK293T) cells expressing luciferase-tagged ELG1; HEK293T ELG1-luciferase reporter, luminescence, 16 h; Potency, µM (series often up to 46 µM), for inactives: at the top dose activity change, positive = activation, actives largely listed as activators; 1.3% of 330,000 active; AID 504466, 2011; note: potency is the fitted concentration of half-maximal effect; % of control where 0% means no effect; nearly all actives have a fitted effect of over 60% in size
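Reporter readout depends on ELG1 protein level, which increases with genetic stress. After 16 hr compound exposure at 37 °C, luciferase activity was quantified using ONE-Glo.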
BRCA1 expr act = qHTS Assay to Identify Small Molecule Activators of BRCA1 Expression. MCF7-BRCA1-FFLuc reporter, luminescence, 48 h; response scale: scaled: vehicle 0%, 10 µM genistein 100%. Potency, µM (highest dose often 46.1 µM), for the others: at the highest dose activation, most hits filed as activators. 1.1% of 380,000 active; note: potency is the fitted concentration of half-maximal effect; nearly all actives have a fitted effect of over 80% in size; some results filed as inactive show a strong effect at the top dose
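MCF7-BRCA1-FFLuc, 2000 cells/well; 2 h attach, 37 °C/5% CO2; compound 48 h; luciferase substrate 15 min; luminescence end-point. Norm. to genistein 10 microM max activation and DMSO; concentration-response curves fitted.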
Gal4-VP16 FLuc = VP16 counterscreen qHTS for inhibitors of ROR gamma transcriptional activity | Drosophila S2 Gal4-VP16 UAS-luciferase, luminescence, 20 h | Potency, µM (highest dose often 53.6 µM), inactives show at the highest dose activity, negative = inhibition, actives largely listed as inhibitors | 3.5% of 310,000 active;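 note: Gal4-VP16 expression switched on by copper sulfate through the metallothionein promoter; potency is the fitted concentration of half-maximal effect; % is set by controls: 0 for no effect and ±100 for the full control effect; nearly all actives have a fitted effect of over 50% in size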
p53 reactivator = qHTS assay for re-activators of p53 using a Luc reporter | 0.063% of 320,000 active | H1299 p53-A138V BP100-luciferase reporter, luminescence, 24 h | AID 504706, 2011 | Potency, µM (doses to about 92.2 µM), for the others: at the highest dose activity change, positive = activation, hits mostly activators; note: potency is the fitted concentration of half-maximal effect; % of control where 0% means no effect; nearly all actives have a fitted effect of over 45% in size
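H1299 (p53-null), stable ts p53-A138V + BP100-Luc; 1000 cells/well, Opti-MEM/10% FBS; cpd 4 pt, 1:5; 24 h, 37 deg C, 5% CO2; detection reagent 10 min RT; luminescence.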
NPC1 promoter act = qHTS Assay for NPC1 Promoter Activators; Huh7 NPC1 promoter luciferase reporter, 24 h; Potency, µM (top dose mostly 9.22 µM), for inactives: at the top dose activation, usual class: activators; 2.4% of 320,000 active;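 note: potency is the fitted concentration of half-maximal effect; % of control where 0% means no effect; nearly all actives have a fitted effect of over 60% in size; reporter is driven by a mutant NPC1 promoter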
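Quantitative HTS used a cell-based reporter: Huh7 cells stably bearing the NPC1 promoter upstream of luciferase were treated with compounds for 24 h, and promoter activation was read as luminescence.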
FLuc modulator = qHTS profiling assay for firefly luciferase inhibitor/activator using purifed enzyme and Km concentrations of substrates (counterscreen for miR-21 project) | Luciferin 4-monooxygenase (Photinus pyralis), P08659 | Potency, µM (doses to about 57.5 µM), inactives show at the top dose activity change, negative = inhibition, most hits filed as inhibitors | 6.9% of 360,000 active | purified FLuc, Km substrates, luminescence inhibition | AID 588342, 2011;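 note: potency is the fitted concentration of half-maximal effect; plate controls were vehicle for no effect and reference inhibitor for full effect; nearly all actives have a fitted effect of over 55% in size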
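Purified P. pyralis luciferase, 10 nM final, with Km-level 10 uM D-luciferin and 10 uM ATP in 50 mM Tris acetate pH 7.5, 10 mM Mg acetate, 0.01% Tween-20, 0.05% BSA; 6-point qHTS titration about 60 µM downward; luminescence read.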
Starred values were filed as active, the others as inactive; u = inconclusive; x = not tested or not shown; [ ] = dose if it differs, or a comment. Unless noted, calls come from the whole dose curve; as a rule, active = well fitted curve in the direction sought with a large enough effect; inconclusive = small, poorly fitted or top-dose-only effect, or another doubt; inactive = no such curve, though single readings can be large; an effect the other way counts as inactive or inconclusive. A portion of the library; count on the stated rates, not on these rows.

SMILES | Menin MLL FP TR | Rab9 promoter act | Giardia kill | RORg inh | PKM2 activator | ELG1 genotoxic | BRCA1 expr act | Gal4-VP16 FLuc | p53 reactivator | NPC1 promoter act | FLuc modulator
COC(OC)C1(C)C(C#N)=C(N)Oc2c1c(=O)oc1ccccc21 (configuration not stated) | 9% | 1% | -2 | 17% | x | -4% | -3% | 3% | -6% | -2% | -1%
Cc1occc1C(=O)N/N=C/c1ccc2c(c1)OCO2 | x | 0.35µM* | u | 7.9µM* | -83% | u | 38% | u | 11% | 0.5µM* | 3.8µM*
CCSc1ccccc1C(=O)Nc1cc(OC)c(OC)c(OC)c1 | -13% | -3% | -7 | -3% | 28µM* | 12% | -17% | 2% | -6% | -6% | -10%
CN1CCN(Cc2c(O)ccc3cc(Br)ccc23)CC1 | 0% | 8% | 2 | -23% | -3% | 9% | 3% | 10% | -2% | 0% | -6%
Cc1ccc(OCCNCC(O)COc2ccccc2)cc1 (configuration not stated) | -29% | -12% | 22 | 3% | x | -5% | -35% | 17% | -4% | 1% | 6%
CCN(C(=O)Cn1nc(C)c([N+](=O)[O-])c1C)c1c(N)n(Cc2ccccc2)c(=O)[nH]c1=O | x | 9% | 1 | x | x | -5% | -3% | x | -4% | 4% | 4%
COc1ccc(OC)c2c(C)cc(NCCN3CCOCC3)nc12 | 0% | 3% | 23 | -24% | 5% | -4% | -14% | 7% | -2% | 7% | 1%
O=[N+]([O-])c1ccccc1Sc1nccn1Cc1ccccc1 | 0% | 6% | 4 | -29% | 0% | -1% | -4% | 18% | -14% | -4% | 0%
CC(C)CC(=O)Nc1cc2c3c(c1)C(C)C(=O)N3CCC2 (configuration not stated) | 9% | -2% | u | -22% | x | 6% | -12% | 19% | 8% | -10% | 1%
CCOc1cc(-c2nc3cc(C)ccn3c2NCC2CCCO2)ccc1O (configuration not stated) | -13% | -2% | -5 | u | 1% | 0% | 2% | u | 2% | 26% | -17%
Cc1cc(C(=O)OCC(=O)NC2CCS(=O)(=O)C2)c2ccccc2n1 (configuration not stated) | -10% | 1% | 1 | 2% | 2% | 5% | 52% | -1%[10 µM] | 1% | -5% | 3%
COc1ccc(C2=NC(=O)NC2c2ccc(OC)cc2)cc1 (configuration not stated) | x | -3% | -17 | -8% | 0% | 1% | 12% | -6% | 0% | 1% | -2%
CCOc1ccc(C(C)NC(=O)Cc2ccccc2F)cc1OCC (configuration not stated) | -5% | -1% | 10 | 46% | 3% | 0% | 7% | 7% | -2% | -3% | -3%
COc1cccc(Oc2ccc(OC)cc2C(=O)O)c1 | x | -1% | 1 | -5% | -3% | 0% | 1% | -8% | -1% | -6% | -6%
Cc1ccc(C[C@H](C(=O)O)N2C(=O)c3ccc(C(=O)O)cc3C2=O)cc1 | -23% | 0% | x | 21% | x | x | x | -2% | x | 0% | -2%
COc1ccc(Br)cc1/C=C/C(=O)NC(=S)Nc1ccc(CN2CCOCC2)cc1 | 5% | 0% | 2 | 1.8µM* | -5% | -2% | -34% | 4.5µM* | -4% | -12% | -1%
Cn1ncc2c(NNC(=O)Cc3ccccc3)ncnc21 | 7% | -6% | 8 | 16% | -6% | 3% | -21% | -7% | -8% | 1% | 3%
O=C(Nc1cccc(-c2nn[nH]n2)c1)c1csc2c1CCCC2 | x | 7% | 14 | 28% | 9% | 3% | 11% | -4% | -1% | 12% | 11µM*
Cc1cccc(C(=O)NC(=S)Nc2ccc3[nH]c(=O)[nH]c3c2)c1 | u | -1% | -4 | -7% | -1% | 1% | 16% | 0% | 6% | -1% | 3%
O=c1c2c(nc3nc(NCc4cccc(Cl)c4)[nH]n13)CCC2 | -14% | -2% | -7 | -2% | -1% | 0% | 6% | -2% | -4% | -4% | u
O=S(=O)(c1cccs1)N1CCN(CC(O)COc2cc(Cl)ccc2Cl)CC1 (configuration not stated) | 4% | -22% | 2 | -10% | 8% | -22% | -64%[inhibitor] | 18µM* | -3% | -3% | 1%
CCSc1nnc(NC(=O)c2ccccn2)s1 | 23% | u | u | 2µM* | 1% | 16µM* | -52% | 3.2µM* | u | 0.89µM* | 8.5µM*
CCN(CC)S(=O)(=O)c1cccc(C(=O)/C=C2/N(C)c3ccccc3C2(C)C)c1 | -14% | 1% | -5 | 1%[10 µM] | 0% | -10% | -37% | u | -2% | -3% | 3%
CCOC(=O)CN1C(=O)N[C@@H](c2ccc(Br)cc2)C(C(=O)OC)=C1C | -2%[11.7 µM] | -2% | -13 | 8% | 0%[11.5 µM] | 4% | 6% | 9% | -2% | 0% | 1%
N#Cc1c(-c2ccccc2)c(-c2ccccc2)nn(CC(=O)NNC(=O)Nc2ccc(Cl)cc2)c1=O | x | -13% | -1 | 32% | -3% | -7% | -72% | -6% | 10% | -16% | 1%
CCOc1cccc(N2CCN(CCNC(=O)Nc3ccc(C)cc3)CC2)c1C | -2% | -10% | -19 | -2% | -4% | -6% | -8% | 9% | 21% | -3% | 0%
NNC(=O)c1ccc(Cn2cc(Cl)cn2)o1 | x | -1% | -2 | -5% | 5% | 0% | -22% | -2% | -1% | -5% | -16%
Cc1ccc(NC(=O)CCCc2nc3ccccc3c(=O)[nH]2)c(Cl)c1 | x | -4% | -4 | x | x | 9% | -12% | x | -11% | -11% | 4%
O=C(CSc1cccc[n+]1[O-])Nc1ccc(N2CCOCC2)cc1 | 9% | 11% | x | 25% | x | 0% | x | 8% | 3% | -3% | -7%
Cc1nc2cc(C(=O)OCC(=O)NC34CC5CC(CC(C5)C3)C4)ccc2n1-c1ccccc1 | 1% | -4% | -1 | 7% | 4% | 2% | -3% | -6% | -7% | -3% | 3%
CCOC(=O)N1CCN(C(=O)CSCC(=O)Nc2nc(-c3ccc(OC)cc3)cs2)CC1 | -1% | 28% | -7 | 36% | -2% | 0% | 89% | -1% | 22% | 28% | u
O=C(NCC12CC3CC(CC(C3)C1)C2)c1cc2n(n1)C(C(F)(F)F)CC(c1ccco1)N2 (configuration not stated) | x | -4% | 4 | u | 0% | 0% | -23% | u | -6% | -4% | 1%
O=C(O)CCNC(=O)OCC1c2ccccc2-c2ccccc21 | -5% | 6%[1.84 µM] | 32[activator] | 32% | x | -1% | -5% | -9% | -8% | 0% | -19%
CC(C)(C)NC(=O)/C=C/c1cccs1 | -2% | 2% | -8 | 11% | 3% | -4% | 36% | -11% | -1% | 10% | -3%
FC(F)C(F)(F)c1cc(-c2ccccc2)n[nH]1 | x | 13% | 1 | 31% | -8% | 0% | 43% | 2% | 10% | 7% | -17%
CCCCN1C(=O)C(=O)N(CC(=O)Nc2sc(C)c(C)c2C(=O)OC)C1=O | x | -2% | -4 | x | x | -1% | 3% | x | -12% | -3% | 7%
O=C(Cc1cccc2ccccc12)NC(=S)Nc1cccc(C(=O)O)c1 | 23% | 7% | 18 | u | -14% | 0% | 80% | 22% | -4% | -1% | u
COC(=O)c1ccc(NC(=O)C2CCCO2)cc1 (configuration not stated) | 5% | u | 13 | -1% | -10% | u | 57% | 4% | 9% | u | u
Nc1ccccc1SCC1CSc2nc3ccccc3c(=O)n21 (configuration not stated) | 7% | -10% | 4 | u | -3% | 0% | -5% | 3% | -3% | -2% | -3%
Cc1ncc(CN=Cc2ccc(Cl)cc2)c(N)n1 | 8% | -1% | 9 | 10% | -4% | -1% | -1% | 1% | 2% | -3% | 4%
CCn1cc(C(=O)O)c(=O)c2cc(F)c(N/N=C/c3ccccc3[N+](=O)[O-])cc21 | 6% | -3% | 2 | 22% | -3% | -8% | -37% | u | 2% | -3% | 0%
CCOC(=O)Cc1csc(NC(=O)Cc2ccc(C)cc2)n1 | 0% | -4% | -5 | 1% | 5% | -4% | 0% | 15% | 2% | -5% | -17%
Cc1nc(N)nc(Nc2ccc(Cl)cc2)c1Br | 4% | 5% | -20 | 33% | 1% | 2% | -47% | 1% | u | -5% | u
